NALP3 yeast inh – NALP3 inhibition in yeast; Yeast reconstituted NLRP3/ASC/caspase-1, beta-gal luminescence, 24 h; inhibition, % at 10 µM; actives 0.39% (n = 330,000);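 active = inhibition of 50% or more; inactive = inhibition below 50%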;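 also: plate controls were induced DMSO wells for no effect and uninduced yeast grown without galactose for full effect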
hIAP inh – blocks human intestinal alkaline phosphatase; P09923; purified IAP, CDP-Star luminescence, 30 min; inhibition, % at 10 µM; actives 0.12% (n = 330,000);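 active = inhibition reaching a set limit with compound at 10 µM in the primary screen, cut at about 35% in these data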;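 also: plate controls were DMSO wells with enzyme for no effect and no-enzyme buffer wells for full effect; values of inactives mirror those of a sister screen read the other way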
TIM10 inh – growth inhibitors of TIM10 yeast strain | inhibition, % at 10 µM | actives 1.4% (n = 330,000) | S. cerevisiae TIM10 strain growth, BacTiter-Glo luminescence, 24 h | AID 463195;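 active = inhibition of 40% or more at the single tested concentration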;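 also: wild-type TIM10 isogenic control strain grown at permissive 25 °C; 0% = DMSO yeast wells and 100% = minimal medium wells without yeast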
mIAP inh – mouse IAP inhibition. purified mouse IAP, CDP-Star luminescence, 30 min. inhibition, % at 10 µM. actives 0.2% (n = 330,000);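 active = inhibition of at least 40% at 10 µM in the primary screen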;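 also: plate controls were DMSO with enzyme for no effect and no enzyme wells for full effect; values of inactives mirror those of a sister screen read the other way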
hIAP act – human IAP activation | P09923 | purified human IAP, CDP-Star luminescence, 30 min; hits give high values; 1 = vehicle-only enzyme, 0 = enzyme-free background | activation factor at 10 µM | actives 0.16% (n = 330,000);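 active = activation factor of the enzyme at least 2-fold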; also: the source names both 10 and 20 µM as test concentration; values of inactives mirror those of a sister screen read the other way
tim10-1 inh – growth inhibitors of tim10-1 mutant yeast; inhibition, % at 20 µM; S. cerevisiae tim10-1 ts strain growth, BacTiter-Glo, 24 h; actives 2.2% (n = 330,000);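 active = inhibition of at least 40%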;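 also: mutant grown at 25 °C; 0% = DMSO wells with yeast and 100% = wells holding no yeast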
Apaf1 inhib – inhibitors of human Apaf-1 apoptosome. actives 0.71% (n = 330,000). reconstituted apoptosome caspase-3 activity, DEVD-Rh110 fluorescence. inhibition, % at 20 µM. AID 489030; active = inhibition of at least 40% at 20 µM;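 also: plate controls were DMSO wells for no effect and DEVD-CHO caspase inhibitor wells for full effect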
Target sequence (O14727 whole entry, looked up): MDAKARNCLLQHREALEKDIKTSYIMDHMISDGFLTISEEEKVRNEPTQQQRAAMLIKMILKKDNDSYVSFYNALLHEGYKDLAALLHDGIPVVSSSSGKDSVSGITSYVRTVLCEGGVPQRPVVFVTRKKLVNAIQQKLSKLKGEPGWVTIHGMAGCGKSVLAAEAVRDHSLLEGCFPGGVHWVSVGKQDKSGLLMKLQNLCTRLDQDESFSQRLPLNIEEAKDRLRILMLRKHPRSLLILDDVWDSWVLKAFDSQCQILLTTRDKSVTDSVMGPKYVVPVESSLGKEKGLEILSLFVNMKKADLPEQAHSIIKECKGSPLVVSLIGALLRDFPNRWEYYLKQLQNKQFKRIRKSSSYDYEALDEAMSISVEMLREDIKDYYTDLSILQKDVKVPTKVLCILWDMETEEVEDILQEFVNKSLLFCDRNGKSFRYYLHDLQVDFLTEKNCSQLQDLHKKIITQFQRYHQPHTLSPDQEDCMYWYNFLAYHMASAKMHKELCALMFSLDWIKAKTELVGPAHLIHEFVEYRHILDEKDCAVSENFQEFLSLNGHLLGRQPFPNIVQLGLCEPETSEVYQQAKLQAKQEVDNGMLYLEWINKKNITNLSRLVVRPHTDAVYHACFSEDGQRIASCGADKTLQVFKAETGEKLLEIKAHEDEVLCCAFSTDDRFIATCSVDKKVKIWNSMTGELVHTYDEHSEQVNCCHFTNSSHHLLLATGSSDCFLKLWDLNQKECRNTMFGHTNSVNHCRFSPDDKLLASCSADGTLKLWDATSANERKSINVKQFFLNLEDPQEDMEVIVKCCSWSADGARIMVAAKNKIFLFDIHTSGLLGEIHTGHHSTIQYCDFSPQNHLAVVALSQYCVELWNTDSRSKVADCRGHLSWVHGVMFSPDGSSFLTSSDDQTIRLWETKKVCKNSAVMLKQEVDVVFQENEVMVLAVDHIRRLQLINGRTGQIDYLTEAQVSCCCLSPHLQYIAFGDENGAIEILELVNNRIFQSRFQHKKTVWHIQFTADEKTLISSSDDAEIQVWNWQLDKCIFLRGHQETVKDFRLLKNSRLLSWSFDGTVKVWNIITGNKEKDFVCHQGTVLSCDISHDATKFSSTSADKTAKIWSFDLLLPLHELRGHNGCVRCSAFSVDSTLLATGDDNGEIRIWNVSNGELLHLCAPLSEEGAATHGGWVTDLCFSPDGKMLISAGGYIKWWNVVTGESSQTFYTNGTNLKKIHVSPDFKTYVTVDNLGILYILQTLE
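Assay system – apoptosome proteins · Medium – Hepes buffer, pH 7.5 · Also added – cytochrome c with DEVD-Rh110 · Timing – 30 min compound preincubation, 50 min activation, room temperature · Detection – Rh110 fluorescence, excitation 480 nm, emission 540 nm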
ATG4B inh – inhibitors of human ATG4B cysteine protease; AID 504462; Q9Y4P1; inhibition, % at 8.33 µM; actives 0.51% (n = 340,000); ATG4B cleavage of LC3-PLA2, NBD-HPC fluorescence, 1 h; in the data active = inhibition above about 40%
mIAP activ – mouse IAP activation; muIAP, CDP-Star luminescence, 30 min; hits give high values; 1 = vehicle-only enzyme signal, 0 = enzyme-free wells; activation factor at 10 µM; actives 0.24% (n = 330,000); AID 2805;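 active = activation factor of at least 2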; also: the source names both 10 and 20 µM as test concentration; values of inactives mirror those of a sister screen read the other way
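System: mouse IAP enzyme. Reagent: CDP-Star chemiluminescent phosphatase substrate. Benchmarks: DMSO wells, no-enzyme wells. Times: 30 min enzyme-substrate-compound incubation at room temperature. Detection: luminescence from enzymatic CDP-Star hydrolysis. Doses: test compounds delivered from DMSO solution.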
Active calls of the source: *.

For O=C(c1ccc(Cl)cc1)c1cnc(Nc2ccccc2)s1 the results were NALP3 yeast inh -3, hIAP inh 10, TIM10 inh -4, mIAP inh -7, hIAP act 0.9, tim10-1 inh 15, Apaf1 inhib -5, ATG4B inh 0 and mIAP activ 1.1.
`O=C(Nc1ccccc1)c1nc[nH]c1C(=O)NCCNC(=O)c1[nH]cnc1C(=O)Nc1ccccc1` gave NALP3 yeast inh 17, hIAP inh -44, TIM10 inh 2, mIAP inh -1, hIAP act 1.4, tim10-1 inh 12, Apaf1 inhib 6, ATG4B inh 13 and mIAP activ 1.
Screening N#Cc1ccc(C23CC4(C2)[C@H](CN(Cc2ccc(-c5ccccc5)cc2)[C@@H]4c2ccccc2)C3c2ccc(C(F)(F)F)cc2)cc1 (some centres undefined) returned NALP3 yeast inh 22, hIAP inh 15, TIM10 inh 6, mIAP inh 5, hIAP act 0.85, tim10-1 inh 26, Apaf1 inhib 45*, ATG4B inh 0 and mIAP activ 0.95.
Screening O=C(COC(=O)C1COc2ccccc2O1)NC(=O)NC1CCCCC1 (centres undefined) returned NALP3 yeast inh -3, hIAP inh -2, TIM10 inh 17, mIAP inh -8, hIAP act 1, tim10-1 inh 8, Apaf1 inhib 12, ATG4B inh -19 and mIAP activ 1.1.
For CC(C)(C)S(=O)(=O)c1ccccc1C(=O)O the results were NALP3 yeast inh 6, hIAP inh -10, TIM10 inh -12, mIAP inh -7, hIAP act 1.1, tim10-1 inh -2, Apaf1 inhib -3, ATG4B inh -3 and mIAP activ 1.1.
`O=C(Nc1ccc(Nc2ccccc2)cc1)c1ccccc1F` gave NALP3 yeast inh 52*, hIAP inh -21, TIM10 inh -31, mIAP inh 6, hIAP act 1.2, tim10-1 inh -55, Apaf1 inhib -3, ATG4B inh 11 and mIAP activ 0.94.
`COc1ccc(-c2noc(C3CCCN(S(=O)(=O)c4cccc(Cl)c4C)C3)n2)cc1OC` (centres undefined) gave NALP3 yeast inh 8, hIAP inh 6, TIM10 inh 23, mIAP inh 8, hIAP act 0.94, tim10-1 inh 22, Apaf1 inhib -3, ATG4B inh -5 and mIAP activ 0.92.
CCc1cccc(CC)c1NC(=O)CN1C2CCCC1CC(NC(=O)Nc1cccc(OC)c1)C2 (centres undefined) was read as NALP3 yeast inh -5, hIAP inh -91, TIM10 inh 6, mIAP inh -175, hIAP act 1.9, tim10-1 inh -2, Apaf1 inhib 14, ATG4B inh 1 and mIAP activ 2.7*.
O=C(NCc1ccc(F)cc1)C1CCCN(S(=O)(=O)c2cccc3nsnc23)C1 (centres undefined) was read as NALP3 yeast inh 7, hIAP inh -38, TIM10 inh 12, mIAP inh 4, hIAP act 1.4, tim10-1 inh 19, Apaf1 inhib -16, ATG4B inh 4 and mIAP activ 0.96.
Screening CCCn1nnc(NC(=S)NC(=O)Cc2ccccc2)n1 returned NALP3 yeast inh 22, hIAP inh 13, TIM10 inh 30, mIAP inh -2, hIAP act 0.87, tim10-1 inh 22, Apaf1 inhib -12, ATG4B inh -22 and mIAP activ 1.
`Cc1c(O)c(CN(C)C)cc2c1oc(=O)c1ccccc12` gave NALP3 yeast inh 10, hIAP inh -8, TIM10 inh 24, mIAP inh 7, hIAP act 1.1, tim10-1 inh -25, Apaf1 inhib -15, ATG4B inh 0 and mIAP activ 0.93.
`COc1ccc(C(=O)COC(=O)Cn2cnc3c2c(=O)n(C)c(=O)n3C)c(OC)c1` gave NALP3 yeast inh 4, hIAP inh 10, TIM10 inh 12, mIAP inh -12, hIAP act 0.9, tim10-1 inh -20, Apaf1 inhib 1, ATG4B inh -9 and mIAP activ 1.1.
Screening O=C(CC(c1ccccc1)c1ccco1)N1CCOCC1 (centres undefined) returned NALP3 yeast inh 21, hIAP inh -6, TIM10 inh -6, mIAP inh 2, hIAP act 1.1, tim10-1 inh -3, Apaf1 inhib -11, ATG4B inh -10 and mIAP activ 0.98.
For O=C(N/N=C/C1CC=CCC1)c1cc2ccccc2cc1O (centres undefined) the results were NALP3 yeast inh -1, hIAP inh -9, TIM10 inh -9, mIAP inh 12, hIAP act 1.1, tim10-1 inh 33, Apaf1 inhib 8, ATG4B inh 5 and mIAP activ 0.88.
For CCC(CO)N=CC1=C(O)CC(c2ccccc2)CC1=O (centres undefined) the results were NALP3 yeast inh 5, hIAP inh 4, TIM10 inh -10, mIAP inh -8, hIAP act 0.96, tim10-1 inh -6, Apaf1 inhib -15, ATG4B inh 1 and mIAP activ 1.1.
Screening Cc1cc(C)n(CC(=O)Nc2ccccc2)n1 returned NALP3 yeast inh -8, hIAP inh 0, TIM10 inh -1, mIAP inh 8, hIAP act 1, tim10-1 inh 8, Apaf1 inhib 0, ATG4B inh -4 and mIAP activ 0.92.
CCSc1nnc([C@H](Cc2c[nH]c3ccccc23)NC(=O)OC(C)(C)C)o1 was read as NALP3 yeast inh 6, hIAP inh 14, TIM10 inh 13, mIAP inh 4, hIAP act 0.86, tim10-1 inh 27, Apaf1 inhib 2, ATG4B inh -8 and mIAP activ 0.96.
Screening COc1ccc(Cc2noc(CN(C)C3CC(C)(C)NC(C)(C)C3)n2)cc1OC returned NALP3 yeast inh -3, hIAP inh -18, TIM10 inh -13, mIAP inh 2, hIAP act 1.2, tim10-1 inh -10, Apaf1 inhib -10, ATG4B inh -6 and mIAP activ 0.97.
For O=C(CCl)NCCCCCCCCCNC(=O)CCl the results were NALP3 yeast inh 19, hIAP inh -21, TIM10 inh -2, mIAP inh -2, hIAP act 1.2, tim10-1 inh 3, Apaf1 inhib 6, ATG4B inh -3 and mIAP activ 1.
`CCC(=O)NC(=S)Nc1ccc2oc(-c3ccc(OC)cc3)nc2c1` gave NALP3 yeast inh -18, hIAP inh 4, TIM10 inh -10, mIAP inh -4, hIAP act 0.96, tim10-1 inh -2, Apaf1 inhib -2, ATG4B inh 0 and mIAP activ 1.
`Cn1cccc1/C=N/n1c(-c2ccc(C(C)(C)C)cc2)n[nH]c1=S` gave NALP3 yeast inh 20, hIAP inh -11, TIM10 inh 37, mIAP inh -1, hIAP act 1.1, tim10-1 inh 44*, Apaf1 inhib 26, ATG4B inh -2 and mIAP activ 1.
`Cc1cc(=O)cc(C)n1-c1ccc(O)cc1` gave NALP3 yeast inh 12, hIAP inh -9, TIM10 inh 8, mIAP inh 1, hIAP act 1.1, tim10-1 inh -4, Apaf1 inhib -5, ATG4B inh -10 and mIAP activ 0.99.
Screening O=C(/C=C/Nc1ccc([N+](=O)[O-])cc1)c1ccc(Br)cc1 returned NALP3 yeast inh 0, hIAP inh 7, TIM10 inh -8, mIAP inh 6, hIAP act 0.93, tim10-1 inh 21, Apaf1 inhib 11, ATG4B inh 1 and mIAP activ 0.94.
For CN1CCN(c2ccc([N+](=O)[O-])cc2NC(=O)c2ccco2)CC1 the results were NALP3 yeast inh 15, hIAP inh 10, TIM10 inh 2, mIAP inh 10, hIAP act 0.91, tim10-1 inh -1, Apaf1 inhib -10, ATG4B inh 3 and mIAP activ 0.9.
For N#CC[C@H](c1ccccc1)N1CCN(Cc2ccccc2)CCC1=O the results were NALP3 yeast inh -4, hIAP inh 7, TIM10 inh -1, mIAP inh -5, hIAP act 0.93, tim10-1 inh 7, Apaf1 inhib 4, ATG4B inh 0 and mIAP activ 1.
Cc1ccc2nc(NCCc3ccc(Cl)cc3)c3nncn3c2c1 was read as NALP3 yeast inh 21, hIAP inh 1, TIM10 inh 4, mIAP inh -8, hIAP act 0.99, tim10-1 inh -26, Apaf1 inhib 20, ATG4B inh 7 and mIAP activ 1.1.
Screening CCCn1c(-c2nonc2N)nc2ccccc21 returned NALP3 yeast inh 21, hIAP inh 9, TIM10 inh -10, mIAP inh 9, hIAP act 0.91, tim10-1 inh 3, Apaf1 inhib 13, ATG4B inh 4 and mIAP activ 0.91.
Screening CC(=O)Nc1ccc(-c2nnc(SCc3ccc(C)cc3)n2C)cc1 returned NALP3 yeast inh 6, hIAP inh -25, TIM10 inh -4, mIAP inh 6, hIAP act 1.2, tim10-1 inh 24, Apaf1 inhib 2, ATG4B inh -11 and mIAP activ 0.94.
`COc1ccc(-c2nc3c(c(=O)[nH]c(=O)n3Cc3ccccc3)n2Cc2ccccc2)cc1` gave NALP3 yeast inh 2, hIAP inh 14, TIM10 inh 11, mIAP inh 11, hIAP act 0.86, tim10-1 inh 6, Apaf1 inhib 22, ATG4B inh -1 and mIAP activ 0.89.
Screening CC1CCCC(C)N1C(=O)COC(=O)c1nn(C)c(=O)c2ccccc12 (centres undefined) returned NALP3 yeast inh -5, hIAP inh -2, TIM10 inh 7, mIAP inh -3, hIAP act 1, tim10-1 inh 7, Apaf1 inhib 7, ATG4B inh 0 and mIAP activ 1.
`CC(=O)c1cccc(CN2CCCCC2C(=O)Nc2ccc(Oc3ccccc3)nc2)c1` (centres undefined) gave NALP3 yeast inh 5, hIAP inh 0, TIM10 inh 15, mIAP inh -3, hIAP act 1, tim10-1 inh 12, Apaf1 inhib 15, ATG4B inh 9 and mIAP activ 1.
`COc1ccc(OC)c(/C=C2\SC(N3CCCC(C)C3)=NC2=O)c1` (centres undefined) gave NALP3 yeast inh 2, hIAP inh -7, TIM10 inh 11, mIAP inh -5, hIAP act 1.1, tim10-1 inh 43*, Apaf1 inhib 8, ATG4B inh 9 and mIAP activ 1.1.
Screening Cc1ccc(-c2nc3c(c(=O)c4ccccc4n3C)c(=O)n2-c2ccc(F)cc2)cc1 returned NALP3 yeast inh 4, hIAP inh -18, TIM10 inh -7, mIAP inh -8, hIAP act 1.2, tim10-1 inh -18, Apaf1 inhib 10, ATG4B inh 3 and mIAP activ 1.1.

Six consecutive entries from above, quoted:
For N#CC[C@H](c1ccccc1)N1CCN(Cc2ccccc2)CCC1=O the results were NALP3 yeast inh -4, hIAP inh 7, TIM10 inh -1, mIAP inh -5, hIAP act 0.93, tim10-1 inh 7, Apaf1 inhib 4, ATG4B inh 0 and mIAP activ 1.
Cc1ccc2nc(NCCc3ccc(Cl)cc3)c3nncn3c2c1 was read as NALP3 yeast inh 21, hIAP inh 1, TIM10 inh 4, mIAP inh -8, hIAP act 0.99, tim10-1 inh -26, Apaf1 inhib 20, ATG4B inh 7 and mIAP activ 1.1.
Screening CCCn1c(-c2nonc2N)nc2ccccc21 returned NALP3 yeast inh 21, hIAP inh 9, TIM10 inh -10, mIAP inh 9, hIAP act 0.91, tim10-1 inh 3, Apaf1 inhib 13, ATG4B inh 4 and mIAP activ 0.91.
Screening CC(=O)Nc1ccc(-c2nnc(SCc3ccc(C)cc3)n2C)cc1 returned NALP3 yeast inh 6, hIAP inh -25, TIM10 inh -4, mIAP inh 6, hIAP act 1.2, tim10-1 inh 24, Apaf1 inhib 2, ATG4B inh -11 and mIAP activ 0.94.
`COc1ccc(-c2nc3c(c(=O)[nH]c(=O)n3Cc3ccccc3)n2Cc2ccccc2)cc1` gave NALP3 yeast inh 2, hIAP inh 14, TIM10 inh 11, mIAP inh 11, hIAP act 0.86, tim10-1 inh 6, Apaf1 inhib 22, ATG4B inh -1 and mIAP activ 0.89.
Screening CC1CCCC(C)N1C(=O)COC(=O)c1nn(C)c(=O)c2ccccc12 (centres undefined) returned NALP3 yeast inh -5, hIAP inh -2, TIM10 inh 7, mIAP inh -3, hIAP act 1, tim10-1 inh 7, Apaf1 inhib 7, ATG4B inh 0 and mIAP activ 1.

An unsorted share of the library. Share with any hit: about 4.5%.
